# CF NFkB block = inhibitors of PAF-induced NF-kB signaling, primary screen, cell-based, GFP fluorescence, uHTS; KKLEB NF-kB-GFP reporter, GFP fluorescence overnight; inhibition, % at 5 µM; 0.86% of 360,000 active; AID 588850, 2011;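 active means at least 50% inhibition at 5 µM, scaled per plate between neutral and stimulator controls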;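 further: PAF is a Pseudomonas aeruginosa culture filtrate used as stimulus; plate controls were PAF-stimulated DMSO wells for no effect and unstimulated DMSO wells for full effect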
# Peg3 prom inh = Peg3 promoter-driven luciferase inhibitors, primary screen, cell-based, HeLa, luciferase luminescence | 1.7% of 360,000 active | AID 588405, 2011 | HeLa PEG-Prom luciferase reporter, overnight | inhibition, % at 20 µM;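 active means inhibition of at least 50% at 20 µM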
# LMP1 NFkB inh = EBV LMP1-driven NF-kappaB luciferase reporter inhibitors, primary screen, cell-based, luminescence, single point | LMP1-induced NF-kappaB luciferase reporter cells | inhibition, % at 12.5 µM | 0.69% of 350,000 active; in the data active means inhibition above about 41%;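 further: 0% = neutral control wells and 100% = reference inhibitor control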
# TRPM1 prom inh = inhibitors of MITF-dependent TRPM1 promoter reporter, primary screen, cell-based, SK-MEL-5, single point, luciferase; SK-MEL-5 TRPM1 promoter luciferase, 24 h; 0.83% of 330,000 active; AID 488899, 2010; inhibition, % at 12.5 µM;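 active means mean inhibition across replicates of 60% or more, whatever share of single replicates reaches that level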; further: values of inactives mirror those of a sister screen read the other way
# Shn3 inh set2 = reduction of Shn3 3'UTR firefly luciferase signal, primary screen, Schnurri-3 inhibitor project, cell-based, Clone20 osteoblasts, set 2; Clone20 osteoblast Shn3 3'UTR firefly luciferase, 24 h; inhibition, % at 12.5 µM; 0.52% of 360,000 active;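 active means mean inhibition of at least 75% with every replicate also reaching 75%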;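 further: 0% = median of neutral control wells and 100% = pilot-screen positive control compound; some compounds past the cut are filed as inactive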
# KKLEB cytotox = cytotoxicity in KKLEB CF airway cells, primary screen, cytotoxicity control for CF NF-kB inhibitor project, cell-based, uHTS, fluorescence assay plates | KKLEB CF airway cells viability, ATPlite luminescence, overnight; active compounds read low; cells stimulated with P. aeruginosa culture filtrate | activity change (cytotoxicity), % at 5 µM | 0.36% of 360,000 active | AID 602141, 2011;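 active means corrected activity change at or below -50% at 5 µM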
# iPSC survival up = enhancers of single-cell hiPSC survival, primary screen, ATPlite luminescence; survival enhancement, % at 20 µM; 0.044% of 360,000 active; AID 602274, 2012; 100% = ROCK inhibitor wells, 0% = DMSO; in the data active means survival enhancement above about 18%;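 further: cells exposed to compounds for 16 hours before the ATP read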
# NR2E3 ag-1 = inhibitors of NR2E3-RetCOR corepressor binding, primary screen, NR2E3 agonist project, biochemical, TR-FRET, GST-NR2E3, biotin-RetCOR; 0.12% of 320,000 active; 1536-well; AID 2300, 2010; Photoreceptor-specific nuclear receptor (Homo sapiens), Q9Y5X4; inhibition of corepressor binding, % at 4.78 µM;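 active means percent inhibition above the cutoff of mean plus 3 SD of all tested compounds, set per screening campaign, cut at about 20% in these data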;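 further: 0% = DMSO wells and 100% = biotin wells as full block of FRET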
# Target sequence (Q9Y5X4 whole entry, looked up): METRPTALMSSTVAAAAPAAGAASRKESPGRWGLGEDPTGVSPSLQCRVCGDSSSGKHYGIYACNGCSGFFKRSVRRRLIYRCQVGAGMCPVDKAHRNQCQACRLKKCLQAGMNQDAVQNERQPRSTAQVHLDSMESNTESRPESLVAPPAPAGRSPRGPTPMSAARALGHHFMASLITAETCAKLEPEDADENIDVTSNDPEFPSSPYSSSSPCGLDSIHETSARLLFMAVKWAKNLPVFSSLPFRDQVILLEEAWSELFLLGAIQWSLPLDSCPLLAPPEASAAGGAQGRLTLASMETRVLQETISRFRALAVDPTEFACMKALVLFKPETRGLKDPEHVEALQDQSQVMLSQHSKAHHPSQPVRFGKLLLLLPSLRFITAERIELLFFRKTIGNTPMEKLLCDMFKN
#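 Format: 1536-well format; test system: GST-NR2E3 and biotin-RetCOR proteins; read-out basis: percent inhibition of TR-FRET ratio; timing: 5 h incubation at 4 °C; detection: time-resolved FRET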
# C8 TRAIL sens = viability loss with TRAIL in NB7+C8 cells, primary screen, TRAIL sensitizer project, cell-based, ATPlite luminescence | inhibition (viability loss, TRAIL sensitization), % at 10 µM | 1% of 360,000 active | AID 624354, 2012;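 active means compounds causing at least 50% loss of cell viability in the single-dose screen, relative to plate controls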
# NR2E3 ag-2 = NR2E3 agonists in two-hybrid cells, primary screen, cell-based, luminescence, CHO-S, Gal4-NCOR/VP16-NR2E3 | Photoreceptor-specific nuclear receptor (Homo sapiens), Q9Y5X4 | luciferase | inhibition of corepressor binding, % at 3.98 µM | 0.35% of 360,000 active | AID 602229, 2012;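 active means inhibition above the mean of all tested compounds plus 3 SD, cut at about 70% in these data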;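 further: 0% = DMSO with NR2E3 transfected cells and 100% = cells lacking NR2E3 construct; higher means lower luciferase signal from less NR2E3 corepressor binding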
# HIF-2a inh = HIF-2a reporter inhibitors, primary screen, luminescence, 786-0 RCC cells. 786-0 RCC cells HIF-2a reporter, luciferase luminescence, overnight. inhibition, % at 18.8 µM. 0.72% of 360,000 active. AID 624352, 2012;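 active means inhibition of the luminescence signal of 40% or more relative to plate controls, in a single-dose primary screen at 18.75 µM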
# * hit, by the source's call; x = not tested or not shown. An excerpt; count on the stated rates, not on these rows.
SMILES,CF NFkB block,Peg3 prom inh,LMP1 NFkB inh,TRPM1 prom inh,Shn3 inh set2,KKLEB cytotox,iPSC survival up,NR2E3 ag-1,C8 TRAIL sens,NR2E3 ag-2,HIF-2a inh
O=C(c1ccc(C(F)(F)F)cc1)N1CCC(=O)N(C(COCc2ccc(Cl)cc2)Cc2ccccc2)CC1 (configuration not stated),14,34,2,4,5,-13,7.0,0,1,9,7
CN(C)Cc1c(C(=O)N/N=C/c2cccc(OCc3ccc(F)cc3)c2)nnn1-c1nonc1N,1,-18,2,3,-14,-19,-0.4,-3,-15,-34,-47
Cc1nnc(SCSc2nnc(C)s2)s1,0,2,0,0,-12,2,-0.5,3,-11,4,12
O=C(/C=C/c1cn(-c2ccccc2)nc1-c1cccnc1)N1CCCCC1,3,-37,-4,5,4,14,-2.6,2,16,3,-42
Cc1cccc(N(C(=O)c2snc(C(N)=O)c2N)C(C(=O)NCC2CCCO2)c2ccc(N(C)C)cc2)c1 (configuration not stated),3,0,-1,0,2,-12,-0.7,1,-12,-14,-5
COc1c2ccc(OCC/C(C)=C/C(=O)C=C(C)C)cc2nc2occc12,-25,10,-22,-10,8,-5,-0.3,x,0,-11,-22
CC(=O)NNC(=O)C(O)(c1ccccc1)c1ccccc1,12,18,4,-2,17,-15,-1.3,-2,-6,-10,14
c1ccc(-n2ncc3c2ncn2nnnc32)cc1,2,21,3,3,-5,6,3.1,0,-16,-9,8
c1ccc(NCc2cccc3ccccc23)nc1,-5,0,6,12,-16,-3,-0.6,5,9,-29,-34
Clc1ccc(CNCC2CCCO2)c(Cl)c1 (configuration not stated),2,-3,x,x,-17,4,0.6,-5,1,0,-2
N#CC1=C(N)OC2=C(C(=O)CCC2)C1c1cccs1 (configuration not stated),23,6,1,1,7,-2,-1.3,8,-4,21,6
CCCC(=O)c1ccc(N2CCN(C(=O)c3ccccc3Br)CC2)c(F)c1,18,21,18,4,66,-20,1.1,0,12,84*,16
Cc1noc(C)c1C(=O)N1CCC1(C)C(=O)NS(=O)(=O)c1ccc(Br)cc1 (configuration not stated),21,8,x,x,-18,-6,-2.8,x,-9,-15,2
CCCC(=O)NC(Nc1cccc(C(F)(F)F)c1)C(Cl)(Cl)Cl (configuration not stated),-11,16,-6,12,6,6,1.5,2,3,0,23
Cn1cc(-c2csc(C(C)(O)c3cccc(F)c3)n2)cn1 (configuration not stated),10,21,x,x,1,-2,1.7,x,-10,-31,11
Cc1cc(N2CCN(C)CC2)nc2ccc(NC(=S)NCCC(C)C)cc12,16,-11,4,-18,-22,-5,0.0,1,-3,21,-47
COC(=O)C1=C(C)NC(C)=C(C(=O)OC)C1c1ccc(NC(C)=O)cc1,-15,-2,-2,0,-31,0,-0.6,2,-2,-16,7
Cc1c(Cl)cccc1NC(=S)N1CCN(Cc2ccc3c(c2)OCO3)CC1,6,7,16,3,9,-26,-0.7,5,-9,-6,12
Cc1ccc(C)c(Cn2cnc3c(nnn3-c3ccc(F)cc3)c2=O)c1,-17,12,3,-6,-7,-4,-1.0,-2,10,13,10
CC1(C)CC(=O)c2sc(NC(=O)c3cccs3)nc2C1,-12,-71,21,-11,-31,-16,-5.2,2,85*,-139,-51
C=CCN(c1ccccc1)S(=O)(=O)c1cccc(C(=O)NCC(c2cccs2)N2CCOCC2)c1 (configuration not stated),20,12,3,23,-8,2,-0.3,0,-21,13,4
COc1ccc(S(=O)(=O)N(C)C)cc1NC(=O)CSc1nc(N)cc(N)n1,20,0,-3,3,0,1,0.8,2,-11,-12,7
CC(OC(=O)c1ccc2c(c1)OCCO2)C(=O)NC1CCCCC1C (configuration not stated),0,-7,-2,4,1,9,-0.5,4,-10,-2,8
O=C1Cc2cccc(=O)c(O)c2C(=O)O1,-2,1,-8,x,2,7,0.5,x,2,-12,0
CC(=O)N1CCN(c2ccccc2NC(=O)c2cc3ccccc3o2)CC1,-26,16,-1,18,-2,15,-0.4,2,-5,6,4
COc1cc(OC)cc(-c2nnc(NC(=O)CCS(=O)(=O)c3ccc(F)cc3)o2)c1,46,33,4,9,-10,-23,-0.2,1,15,-20,12
CC(=O)Nc1ccccc1NC(=O)COc1cccc2ccccc12,-6,-8,12,6,4,-3,-0.3,1,17,-5,8
COc1cc2cc(C(=O)N3CCOCC3)cc(-c3ccc(C)cc3)c2cc1OC,-13,7,8,-3,56,2,-0.3,-1,-18,8,12
COc1ccc(CN(CC2CCC(C(=O)O)CC2)C(=S)Nc2ccccc2OC)cc1 (configuration not stated),-8,16,0,5,3,-6,-0.4,-1,-4,10,5
O=C(OCC(=O)N1CCc2ccccc21)c1cccc(S(=O)(=O)N2CCCc3ccccc32)c1,3,3,-2,0,-11,7,2.0,-3,5,12,16
CCOc1cc(C(=S)N2CCOCC2)ccc1OC(=O)c1cc(OC)c(OC)c(OC)c1,-14,17,-2,10,2,2,-0.2,3,-10,-10,22
C=CC1=CCN(S(=O)C(C)(C)C)[C@H]1CCO (some centres not stated),-29,-25,-13,5,11,14,2.5,x,-13,11,3
O=C(Nc1ccc(Cl)cc1)/C(=C1\CCCN1)[N+](=O)[O-],12,-194,-23,-90,-74,-3,-0.7,-3,15,-11,-179
O=C(O)C12CC3CC(C1)CC(n1ncc(NCc4ccccc4)c(Cl)c1=O)(C3)C2,-2,14,4,11,-4,4,2.2,1,-4,17,3
CN(CC(=O)Nc1ccc(OC(F)(F)F)cc1)C(=O)Cc1cccs1,-8,-2,4,-15,-2,4,0.2,x,1,-9,-22
O=C(N/N=C/c1cccc([N+](=O)[O-])c1O)C(O)(c1ccccc1)c1ccccc1,5,21,1,8,-12,-2,-0.2,-2,-11,-15,22
CCc1nnc(NC(=O)CCC(=O)NCc2ccccc2OC)s1,-29,11,17,0,-7,1,-0.3,0,10,13,7
C[C@@H]1CN([C@@H](C)CO)C(=O)CCCn2nncc2CO[C@H]1CN(C)Cc1cccc(C(F)(F)F)c1,-42,-12,-3,x,10,11,11,x,-3,7,8
C[C@@H](N)C(=O)NC[C@H]1CC[C@H](C(=O)N[C@@H](Cc2ccccc2)C(=O)O)CC1,-29,-6,-15,-2,-18,11,2.0,x,0,-7,10
Cc1ccc(N2C(=O)SC(N(CC(=O)O)c3cccc(C)c3)C2=O)cc1 (configuration not stated),10,-126,-6,-2,-11,-5,3.9,0,-11,-50,-60
O=C(NNC(=O)C1CCN(C(=O)Nc2ccccc2)CC1)c1ccc([N+](=O)[O-])cc1,4,6,-6,-2,6,-6,-0.5,2,-2,-5,-8
Cc1ccc(F)cc1NC(=O)COC(=O)C1CC2CCCC(C1)C2=O (configuration not stated),-5,5,4,x,-23,2,0.5,x,-6,5,8
Cc1ccccc1C(=O)NNC(=O)CSc1nnc(C)n1-c1ccccc1,-24,-11,10,-1,16,19,-0.7,1,5,14,20
Cc1cc(C(=O)CSc2nc3ccc(Cl)cc3[nH]2)c(C)n1CC1CCCO1 (configuration not stated),2,-14,-1,20,72,-8,4.3,0,29,57,-40
N#CC1(NC(=O)COC(=O)Cc2n[nH]c(=O)c3ccccc23)CCCCC1,16,8,3,17,-19,-16,1.6,-1,4,-24,13
CCCC(=O)Nc1cnc(NC(=O)c2cccc(F)c2)cc1C,-3,-47,24,-27,-4,2,-0.3,0,1,-139,-70
Cc1cc(Cn2nc(C(=O)NCc3cccs3)cc2-c2ccccc2)on1,5,5,2,0,-5,0,1.5,1,0,3,0
CCC(=O)/C(=C(/O)c1ccccc1)c1nc2ccccc2[nH]1,5,-81,-4,-20,-22,-3,2.0,3,2,-35,-69
COCCn1nnnc1C(c1ccccc1OC)N1CCc2ccccc2C1 (configuration not stated),-4,9,-11,-15,8,3,0.0,-1,-34,15,-1
COc1ccc(NC(=O)CC2C(=O)N(c3ccc(F)cc3)C(=S)N2NC(=O)c2ccccc2)cc1 (configuration not stated),11,11,4,9,0,-5,-1.1,1,-2,5,10
CCOC(=O)c1c(C)[nH]c(C(=O)OCC(=O)Nc2sccc2C(N)=O)c1C,-16,70*,16,38,82,-30,0.0,6,56*,54,-27
COc1ccc2[nH]c(=S)cc(C)c2c1,-11,24,2,-1,11,-8,-0.8,1,2,-10,14
COc1cccc(C(=O)Nc2ccccc2N2CCCC2)c1,-4,32,4,7,-13,8,-0.3,-4,-14,-2,-9
Cc1cc(N)ccc1S(C)(=O)=O,-13,3,-2,-2,0,3,-0.7,5,-5,-23,14
COC(=O)C(Cc1ccccc1)N1CCS(=O)(=O)CC1 (configuration not stated),-11,4,-2,4,-3,5,0.1,5,-5,-1,22
CCN(CC)c1ccc(/C=C(/C#N)C(=O)NCc2ccccc2)o1,-34,-214,-21,-54,-68,22,1.0,-4,-1,-80,-236
CCn1c(/C=C/c2ccccc2)nc2ccccc21,-11,-137,-29,-4,4,-53*,-3.6,-4,72*,-150,-175
CCC(C)NC(=O)N1c2ccccc2Sc2ccccc21 (configuration not stated),-6,8,-4,13,-9,9,-0.7,-6,16,-6,14
O=C1CC2(CCCC2)CC(=O)N1c1ccccc1,-12,-135,-5,4,9,7,-0.5,4,-25,-27,17
NC(=O)N/N=C/c1sc(N2CCCCC2)nc1-c1cccs1,9,-210,-14,-24,-29,-10,-0.6,-4,15,-22,-125
Cc1nnc(NCC=Cc2ccccc2)s1,-18,-10,x,x,-18,1,-0.5,x,-12,-18,-37

# Peg3 prom inh: hit marks shown above
Structure | CF NFkB block | Peg3 prom inh | LMP1 NFkB inh | TRPM1 prom inh | Shn3 inh set2 | NR2E3 ag-1 | NR2E3 ag-2 | HIF-2a inh
CCOC(=O)c1c(C)[nH]c(C(=O)OCC(=O)Nc2sccc2C(N)=O)c1C | -16 | 70* | 16 | 38 | 82 | 6 | 54 | -27

# Exported as tab-separated lines: part of the list above.
Compound	CF NFkB block	Peg3 prom inh	LMP1 NFkB inh	TRPM1 prom inh	Shn3 inh set2	KKLEB cytotox	iPSC survival up	NR2E3 ag-1	C8 TRAIL sens	NR2E3 ag-2	HIF-2a inh
CCCC(=O)Nc1cnc(NC(=O)c2cccc(F)c2)cc1C	-3	-47	24	-27	-4	2	-0.3	0	1	-139	-70
Cc1cc(Cn2nc(C(=O)NCc3cccs3)cc2-c2ccccc2)on1	5	5	2	0	-5	0	1.5	1	0	3	0
CCC(=O)/C(=C(/O)c1ccccc1)c1nc2ccccc2[nH]1	5	-81	-4	-20	-22	-3	2.0	3	2	-35	-69

# High-throughput results from PubChem.
